SR-BI HDL uptake – blocks mouse SR-BI lipid uptake from DiI-HDL. Q61009. ldlA[mSR-BI] CHO cells, DiI-HDL uptake fluorescence, 3 h. inhibition, % at 12.5 µM. 320,000 tested, 0.96% active. AID 488896;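 active means mean replicate inhibition of at least 70% and a set share of replicates each scoring 70 or more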;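 further: 0% = median of neutral control wells and 100% = median of positive control wells; values of inactives mirror those of a sister screen read the other way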
Cardiac RTF inh – cardiac RTF calcium desensitization; P19429+P45379; IANBD-labeled cardiac RTF, Ca2+ fluorescence; inhibition, % at 7.15 µM; 340,000 tested, 0.12% active;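 active means inhibition above the mean inhibition of all tested compounds plus 3 SD, cut at about 17% in these data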;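 further: assay run at fixed EC70 calcium of 1.6 mM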
NSD2 HMT inh – blocks human histone methyltransferase NSD2; NSD2 peptide methylation, AlphaScreen, 120 min; inhibition, % at 12.5 µM; 310,000 tested, 0.54% active; AID 743445; in the data active means inhibition above about 50%
SR-BI uptake up – activators of SR-BI mediated HDL lipid uptake; activation, % at 12.5 µM; 320,000 tested, 0.096% active; CHO ldlA[mSR-BI] cells, DiI-HDL uptake fluorescence, 3 h; 100 = double the neutral-control signal;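 active means mean replicate activation of at least 60% and every replicate at or above 60%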;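 further: 0% = median plate neutral-control signal and 100% = twice that signal; values of inactives mirror those of a sister screen read the other way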
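System: LDL receptor-deficient CHO ldlA cells overexpressing murine SR-BI | Timing: 3 h uptake period with compound, 37 °C | Medium: HEPES-buffered (25 mM, pH 7.4) F12 plus 0.5% BSA | Dosing: Single-point compound dose | Signal: Bottom-read fluorescence, 550/595 nm | Read-out: Retained DiI signal reflecting DiI-HDL uptake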
Keap1 Nrf2 FP – disrupts human Keap1 binding to Nrf2 peptide | Keap1 Kelch-Nrf2 peptide fluorescence polarization, 1536-well | inhibition, % at 9.4 µM | 340,000 tested, 0.15% active | AID 504523; in the data active means inhibition above about 12%;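 further: human Keap1 Kelch domain with fluorescein labeled Nrf2 9mer peptide probe; 0% = neutral control wells and 100% = peptide positive control; higher means more block of Keap1 binding to Nrf2 peptide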
PvdQ inh – P. aeruginosa PvdQ acylase inhibition; purified PvdQ acylase, fluorescence plate reader; inhibition, % at 10 µM; 340,000 tested, 0.063% active; in the data active means inhibition above about 30%, passing the limit was not always enough;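 further: 0% = vehicle neutral wells and 100% = reference inhibitor wells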
DAGLB inhibitor – diacylglycerol lipase beta (human) inhibition. Q8NCG7. AID 504411. HEK293T DAGLB membrane lysate, EnzChek fluorogenic substrate. inhibition, % at 5.17 µM. 340,000 tested, 0.059% active; in the data active means inhibition above about 34%;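 further: 0% = enzyme with vehicle and 100% = wells lacking enzyme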
Target sequence (Q8NCG7 whole entry, looked up): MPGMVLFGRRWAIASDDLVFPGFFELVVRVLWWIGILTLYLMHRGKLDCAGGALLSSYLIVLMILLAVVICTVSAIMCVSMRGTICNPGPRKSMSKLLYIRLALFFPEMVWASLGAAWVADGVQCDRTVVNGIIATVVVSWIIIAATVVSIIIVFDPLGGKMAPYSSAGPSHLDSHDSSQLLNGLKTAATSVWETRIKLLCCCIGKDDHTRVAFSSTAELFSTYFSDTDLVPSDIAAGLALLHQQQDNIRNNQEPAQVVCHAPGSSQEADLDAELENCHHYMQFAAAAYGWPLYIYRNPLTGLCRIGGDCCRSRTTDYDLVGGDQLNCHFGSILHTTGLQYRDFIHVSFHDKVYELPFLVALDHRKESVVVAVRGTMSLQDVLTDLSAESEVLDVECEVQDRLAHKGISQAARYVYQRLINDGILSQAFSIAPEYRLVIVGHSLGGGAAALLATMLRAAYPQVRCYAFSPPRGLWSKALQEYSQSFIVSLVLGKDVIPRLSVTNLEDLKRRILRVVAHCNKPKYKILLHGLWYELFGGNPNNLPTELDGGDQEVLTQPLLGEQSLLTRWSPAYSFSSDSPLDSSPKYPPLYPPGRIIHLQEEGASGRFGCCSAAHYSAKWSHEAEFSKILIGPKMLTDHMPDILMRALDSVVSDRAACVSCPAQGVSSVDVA
C-LANA FP – KSHV C-LANA DNA binding inhibition; MBP-C-LANA/FAM-LBS DNA binding, fluorescence polarization; inhibition, % at 9 µM; 340,000 tested, 0.078% active; AID 504423;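 active means highest replicate inhibition at or above 60% at 9 µM, even if other replicates fall short; inactive means all replicates below 60% inhibition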;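 further: 0% = neutral control wells and 100% = 4 µM acridine orange control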
PKA-R2B act – activates the human PKA-R2B holoenzyme complex; PKA-R2B holoenzyme dissociation, Cy5-IP20 fluorescence polarization; R2B truncated from residue 108, S112A mutant; 0% DMSO only, 100% 113 µM cGMP; activation, % at 11.4 µM; P22694+P31323; 340,000 tested, 0.079% active;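 active means activation above a cutoff set at the mean over all compounds plus 3 SD, cut at about 18% in these data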;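 further: higher means more holoenzyme dissociation and a rise in polarization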
Target sequence (P31323 whole entry, looked up, other chains not shown, the tested form may be a part): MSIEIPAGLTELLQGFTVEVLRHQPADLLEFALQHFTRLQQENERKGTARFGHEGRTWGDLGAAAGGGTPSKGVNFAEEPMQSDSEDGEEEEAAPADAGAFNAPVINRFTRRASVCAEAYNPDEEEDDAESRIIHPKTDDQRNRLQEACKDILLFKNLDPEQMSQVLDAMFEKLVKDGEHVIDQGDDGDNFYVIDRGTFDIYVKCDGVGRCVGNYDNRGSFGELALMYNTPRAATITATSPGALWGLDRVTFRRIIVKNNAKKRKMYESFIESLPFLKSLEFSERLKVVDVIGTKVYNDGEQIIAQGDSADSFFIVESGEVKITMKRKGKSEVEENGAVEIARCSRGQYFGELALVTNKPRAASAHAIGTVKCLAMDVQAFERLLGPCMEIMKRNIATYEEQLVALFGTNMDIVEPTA
Arr AP2 block – human beta-arrestin and AP2 interaction inhibition | FITC-arrestin peptide / GST-AP2 beads, flow cytometry; AP2 beta2 appendage carries R879A mutation | inhibition, % at 10 µM | 340,000 tested, 0.31% active;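 active means inhibition above a set limit, near 3 SD of compounds lacking own fluorescence, cut at about 54% in these data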;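 further: plate controls were DMSO wells for no effect and 5 µM unlabelled arrestin peptide for full effect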
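Material – AP2 appendage R879A on GSH beads · Buffer or medium – PBS with 0.05% Tween 20 and 0.1% BSA · Probe or stimulus – fluorescein-tagged arrestin peptide at 50 nM final · Incubation – compound with beads 12 min RT, then probe 1 h RT · Detection – high-throughput flow cytometry of beads, ex 488, em 535 nm · Evaluation – percent response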
An asterisk follows results filed as active; . = not tested or not shown. Outcome played no part in choosing rows; any-hit rate near 2.1%.

Below each compound: Keap1 Nrf2 FP	NSD2 HMT inh	PvdQ inh	SR-BI uptake up	SR-BI HDL uptake	DAGLB inhibitor	PKA-R2B act	Arr AP2 block	C-LANA FP	Cardiac RTF inh
[1] CC(C)CNC(=S)NC(=O)c1ccc(F)cc1
  -7	-2	-7	-3	3	-7	-5	-11	2.6	4
[2] CCN(CC)c1ncc(C)c(=O)[nH]1
  -2	0	13	7	-7	1	-3	1	1.1	2
[3] CCOc1ccc(-c2cc(C(=O)N/N=C(\C)c3cccnc3)c3ccccc3n2)cc1
  0	-1	-7	-50	50	-1	9	18	0.0	-4
[4] COCC(C)n1c(SCc2nc(N)nc(Nc3ccccc3C)n2)nc2ccccc2c1=O (stereo not drawn)
  0	-1	-18	-43	43	-4	7	-8	3.9	1
[5] CCNc1nc(NCC)n2c(SCC(=O)Nc3ccc(OC)c(OC)c3)nnc2n1
  5	-2	-13	38	-38	0	5	3	-2.2	7
[6] CCOC(=O)C1CCN(Cc2cccc(Oc3ccc(Cl)cc3)c2)CC1
  1	-10	-10	9	-9	-14	1	17	0.2	-8
[7] CCC1=C2CC[C@H]3C(=O)N(C)C(=O)[C@H]3[C@H]2[C@@]2(Cc3ccccc3)C(=NCC(=O)OC)OC(=O)N2C1=O
  -9	.	-24	27	-27	0	-14	3	0.5	4
[8] O=C(Cn1ncc2c1-c1ccccc1OC2)Nc1ccc(Cl)cn1
  0	.	-8	10	-10	2	6	17	-0.9	-4
[9] O=C(Nc1ccc(N2CCOCC2)cc1)c1ccc2c(c1)OCO2
  5	-2	3	-23	23	16	-5	10	0.1	2
[10] N=C1C(=O)OCC1c1cc(Cl)ccc1NC(=O)Nc1ccccc1 (stereo not drawn)
  -1	4	-9	-26	26	0	-8	-7	-0.1	-8
[11] COc1ccc(CC2C(=O)OC(C)(C)OC2=O)cc1
  -4	0	3	30	-30	-2	4	6	-0.5	-1
[12] Cc1ccc(CNC(=O)c2ccc(CNc3c(N4CCCC4)c(=O)c3=O)cc2)cc1
  1	.	-18	-4	4	3	-3	-14	0.5	-10
[13] CC(NC(=O)Nc1nccs1)(C(F)(F)F)C(F)(F)F
  2	-4	-9	3	-3	0	-4	17	-0.8	-7
[14] CC1CCC/C(=N/NC(=O)c2ccccc2-n2cccc2)C1 (stereo not drawn)
  0	0	-7	26	-26	-1	7	6	-0.6	5
[15] O=C(c1cccc(C(F)(F)F)c1)N1CCC(=O)N(C(CO)Cc2ccccc2)CC1 (stereo not drawn)
  5	.	-4	4	-4	3	-19	15	3.1	-13
[16] O=C(NCc1ccco1)C1CCCN(c2ncnc3c2nc2n3CCCCC2)C1 (stereo not drawn)
  -5	-3	-15	-7	7	-1	-7	-17	-0.4	-7
[17] COc1ccc(C2CC(c3cccs3)=NN2C(=O)CSc2nc(=O)n3ccc(C)cc3n2)cc1 (stereo not drawn)
  -9	-2	-14	-9	9	5	-17	-7	-2.4	-11
[18] O=C(NC(=S)N1CCc2ccccc21)c1ccccc1
  -4	-5	-8	42	-42	-3	-9	-9	1.2	3
[19] O=C(NCCC1=CCCCC1)c1c(O)nc2sccn2c1=O
  2	17	-5	9	-9	8	-8	4	-1.5	-1
[20] NC(=O)CN1CCN(S(=O)(=O)c2ccc(Cl)cc2)CC1
  2	-1	9	12	-12	-1	-10	-5	-0.3	-7
[21] COc1ccc(Cc2nnc(NC(=O)c3cc(OC)c(OC)c(OC)c3)s2)cc1
  -4	5	2	0	0	-2	-14	12	1.7	-3
[22] CCOc1ccc(NC(=O)Nc2ccon2)cc1
  -3	-1	-16	10	-10	0	-2	-1	1.5	-6
[23] CC(C)CC[C@@H](O)[C@](C)(O)C1CC[C@@]2(O)C3=CC(=O)[C@@H]4C[C@@H](O)[C@@H](O)C[C@]4(C)C3CC[C@]12C (stereo partly drawn)
  -2	.	-9	12	-12	0	1	3	-1.6	-12
[24] O=C(c1cc(S(=O)(=O)N2CCOCC2)ccc1Cl)N1CCC(Cc2ccccc2)CC1
  -2	-2	-2	14	-14	-1	-9	15	-2.5	-4
[25] CCOC(=O)CSC1=C(C#N)C(c2ccccc2OC)CC(=O)N1 (stereo not drawn)
  -5	.	-16	-5	5	2	3	-2	1.2	-5
[26] O=C(Cc1csc(NC(=O)c2ccccc2)n1)NO
  1	.	-10	.	.	-2	-6	30	0.1	3
[27] O=C(NC1=NCCS1)c1ccc(N2CCCC2=O)cc1
  -7	-2	-9	5	-5	1	-8	-5	0.7	-10
[28] CCOC(=O)C(=O)NCC(c1ccco1)S(=O)(=O)c1cccs1 (stereo not drawn)
  -3	0	-9	24	-24	3	-3	3	-0.4	-25
[29] OC(CSc1ccccc1)CN1CCN(c2ccccc2)CC1 (stereo not drawn)
  -4	1	-18	-22	22	-7	2	-12	0.0	3
[30] Nc1ccc(N2CCOCC2)c(S(=O)(=O)Nc2ccccc2Cl)c1
  -2	3	-5	-2	2	2	-1	-3	1.1	-2
[31] COC(=O)c1cc(=O)n(CCc2ccc(OC)c(OC)c2)c(=Nc2ccc(F)c(Cl)c2)s1
  0	.	-11	-50	50	-2	4	-7	0.7	-5
[32] O=C(OCC(=O)N1CCCCC1)c1ccc2c(c1)C(=O)N(Cc1ccco1)C2=O
  2	5	2	24	-24	-1	-3	23	0.7	-5
[33] Cc1cccc2c(N)c3c(nc12)CCCC3 (tested in a mixture with another compound)
  1	1	-8	3	-3	2	-3	-6	0.0	-4
[34] COc1ccc2[nH]c(=S)cc(C)c2c1
  0	1	-13	-1	1	2	-2	3	0.5	-5
[35] CC(C)(C)c1ccc(C(=O)NNC(=O)c2ccncc2)cc1
  -1	-1	-5	.	.	0	3	-7	-1.4	0
[36] N#C/C(=C/c1ccc(N2CCCCCC2)o1)c1ccc(F)cc1
  -5	.	-4	-27	27	2	-6	5	4.1	-16
[37] COc1ccc(NC(=O)C2CC2)cc1S(=O)(=O)N1CCOCC1
  -2	0	-3	13	-13	0	-6	9	1.7	-10
[38] O=C(Nc1cc2c(cc1Br)OCCO2)c1cccs1
  -5	1	-18	-8	8	-5	-10	-4	-2.1	-2
[39] N#C/C(=C\Nc1ccccc1SC(F)(F)F)c1nc(-c2ccc(Cl)cc2)cs1
  -4	.	-5	-61	61	1	-2	-9	2.4	-6
[40] CCCCCCc1cc2cc(C(=O)Nc3ccccc3OC)c(=O)oc2cc1O
  -6	-4	-14	-27	27	0	-2	4	-0.8	4
[41] COc1cc(Cl)c(NS(=O)(=O)c2c(C(=O)N3CCCC3)c(C)n(C)c2C)c(OC)c1
  3	-3	-11	12	-12	3	-11	-21	0.6	-7
[42] Cc1ccc(S(=O)(=O)NNC(=O)c2ccoc2C)cc1
  -1	.	-15	0	0	2	4	-22	-1.5	-12
[43] CC(NC(=O)[C@H](C)NC(=O)N1CCn2c1nc1ccccc12)c1ccccc1 (stereo partly drawn)
  -6	0	-9	-1	1	0	3	-4	0.8	3
[44] Cc1cc(C(=O)N/N=C/c2cccc([N+](=O)[O-])c2O)n[nH]1
  0	-7	-7	1	-1	2	0	-2	1.3	-2
[45] CCC(=O)N1CCC(c2ccc(OC)cc2)=N1
  0	0	-16	44	-44	0	-3	0	0.0	-1
[46] CCCOc1ccc(C2C(C(=O)OC)=C(C)N=C3SCCC(=O)N32)cc1OCC (stereo not drawn)
  1	3	3	1	-1	-3	0	16	0.9	-4
[47] CC1CCN(C(=S)NC(=O)c2ccc(C(C)(C)C)cc2)CC1
  -2	-1	-13	.	-13	-6	9	-3	-2.0	-1
[48] COC(=O)C1=C(C)NC(C)=C(C(=O)OC)C1C(=O)OCc1nnc(-c2ccccc2)o1
  -1	-1	2	10	-10	-2	-4	1	-0.8	-2
[49] O=C(c1ccco1)N1CCN(C(=O)C(c2ccccc2)c2ccccc2)CC1
  -4	1	-9	-17	17	3	-15	9	-2.2	0
[50] COc1ccccc1CN1CC(C(=O)NCc2cc(C)on2)CCC1=O (stereo not drawn)
  2	0	-6	30	-30	-5	-7	33	3.0	3
[51] O=C(COC(=O)CN1C(=O)C2CCCCC2C1=O)Nc1cc(S(=O)(=O)N2CCOCC2)ccc1Cl (stereo not drawn)
  4	0	7	2	-2	-2	4	-4	0.9	-5
[52] CCOC(=O)C(Cc1c[nH]c2ccccc12)NC(=O)c1ccco1 (stereo not drawn)
  0	11	-12	13	-13	-2	-9	-4	0.2	-8
[53] Nc1nnc(SCC(=O)NCCNC(=O)CSc2nnc(N)s2)s1
  0	0	-11	0	0	3	-1	5	0.8	-10
[54] CC1(C)Cc2c(cnn2-c2ccc(F)cc2)C(NC(=O)c2cnccn2)C1 (stereo not drawn)
  -4	-7	-5	-35	35	-2	-2	4	0.5	-5
[55] O=C(C1=C[C@H](c2ccc3c(c2)OCO3)C[C@H](OCc2ccc(CO)cc2)O1)N1CCOCC1
  0	.	2	-4	4	0	-7	2	1.6	-10
[56] CCOC(=O)Cn1c(=O)oc2cc(S(=O)(=O)NCCCc3ccccc3)ccc21
  -6	.	-8	1	-1	-1	-4	-5	-0.4	3
[57] Cc1ccnc(NC2OC(=O)c3ccccc32)c1 (stereo not drawn)
  -5	-3	-20	36	-36	-2	9	6	-1.9	-11
[58] Cc1ccc(C(=O)Nc2ccc(Cc3ccncc3)cc2)cc1[N+](=O)[O-]
  -5	-3	-7	0	0	2	9	18	0.2	-12
[59] CC(C)C[C@@H](CO)N1CCN(CC(C)C)CCC1=O
  1	.	-7	16	-16	-2	-18	-1	-0.6	-8
[60] COC(=O)c1ccc(COC(=O)c2ccc(C)c(S(=O)(=O)N3CCCCC3)c2)cc1
  0	-1	0	-19	19	-14	6	4	-0.3	4

More entries.
Below each compound: Keap1 Nrf2 FP	NSD2 HMT inh	PvdQ inh	SR-BI uptake up	SR-BI HDL uptake	DAGLB inhibitor	PKA-R2B act	Arr AP2 block	C-LANA FP	Cardiac RTF inh
[61] C=CCOn1c(=O)c(-c2cccs2)[n+]([O-])c2ccccc21
  -5	1	-11	-16	16	3	-7	4	2.5	1
[62] Cc1ccc(S(=O)(=O)N2CCOCC2)cc1C(=O)OCC(=O)c1ccc[nH]1
  -7	-5	-10	-69	69	-5	-4	-13	-2.0	-12
[63] COCCNC(=O)C(OC(=O)CC1Sc2ccccc2NC1=O)c1ccccc1 (stereo not drawn)
  -1	-2	-13	18	-18	2	-16	7	1.2	-4
[64] CCOC(=O)N1CCN(C(=O)Cc2ccc(C)cc2)CC1
  -4	-8	4	24	-24	-1	1	-6	1.2	4
[65] Cc1cccc(N2CCN(S(=O)(=O)c3ccc4c(c3)NC(=O)C(C)S4)CC2)c1C (stereo not drawn)
  1	-3	3	-1	1	1	1	8	0.6	-5

Limited to NSD2 HMT inh, SR-BI HDL uptake and PKA-R2B act (two entries from above):
entry | Compound | NSD2 HMT inh | SR-BI HDL uptake | PKA-R2B act
61 | C=CCOn1c(=O)c(-c2cccs2)[n+]([O-])c2ccccc21 | 1 | 16 | -7
62 | Cc1ccc(S(=O)(=O)N2CCOCC2)cc1C(=O)OCC(=O)c1ccc[nH]1 | -5 | 69 | -4

Source: PubChem BioAssay
